Source: PubChem
TrxR1 substrate: rat thioredoxin reductase 1 substrate activity; O89049; purified TrxR1 substrate turnover, NADPH consumption readout; Potency, µM (highest dose often 114 µM), for the others: top-dose activity change, negative = substrate turnover; actives 0.01% (n = 390,000); also: potency is read from the fitted curve at half-maximal effect; % is scaled to controls: 0 for no effect and ±100 for the full control effect; nearly all actives have a fitted effect of over 50% in size
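Rat TrxR1, dispensed at 90 nM, was prereduced with 400 uM NADPH (final) for 5 min at ~22 deg C, then incubated with compound 15 min before 400 uM selenite. A first-read NADPH fluorescence drop versus no-compound background flagged substrates.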
TrxR1 inh: rat TrxR1 inhibition. Potency, µM (top dose mostly 114 µM), without a hit: at the top dose activity change, negative = inhibition, hits mostly inhibitors. O89049. recombinant rTrxR1, NADPH fluorescence consumption, selenite substrate. actives 1% (n = 390,000); also: potency is read from the fitted curve at half-maximal effect; % is scaled to controls: 0 for no effect and ±100 for the full control effect; nearly all actives have a fitted effect of over 65% in size
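Rat TrxR1 (90 nM in the dispensed reagent) was pre-reduced with 400 uM NADPH for 5 min at room temperature, then incubated with compound for 15 min. After 400 uM selenite was added, NADPH fluorescence (Ex 340/Em 450 nm) was followed for 8 min.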
PI4K2A inh: blocks human PI4K2A kinase activity; Q9BTU6; purified PI4K2A, ADP-Glo luminescence, 1 h; stronger effect = lower value; activity change, negative = inhibition, % at 76.9 µM; actives 0.13% (n = 420,000); AID 1346378; in the data active = activity change below about -50%; inconclusive = mostly about -30% to -49%;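 also: -100% = wells without enzyme as full effect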
Target sequence (Q9BTU6 whole entry, looked up): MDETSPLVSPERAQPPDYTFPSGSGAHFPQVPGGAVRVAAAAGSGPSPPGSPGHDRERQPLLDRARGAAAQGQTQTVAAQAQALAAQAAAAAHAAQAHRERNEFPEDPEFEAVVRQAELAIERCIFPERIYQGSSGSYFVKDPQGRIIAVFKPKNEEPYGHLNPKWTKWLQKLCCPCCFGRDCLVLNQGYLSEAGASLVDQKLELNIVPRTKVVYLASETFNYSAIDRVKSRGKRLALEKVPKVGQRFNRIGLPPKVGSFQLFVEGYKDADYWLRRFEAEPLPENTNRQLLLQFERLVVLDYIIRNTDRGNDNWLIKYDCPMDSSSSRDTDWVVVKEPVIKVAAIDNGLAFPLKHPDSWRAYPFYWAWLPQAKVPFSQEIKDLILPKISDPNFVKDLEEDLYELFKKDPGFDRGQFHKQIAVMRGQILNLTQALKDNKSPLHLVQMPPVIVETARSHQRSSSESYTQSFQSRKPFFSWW
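PI4K2A activity was measured by ADP-Glo luminescence: enzyme (4 ug/mL stock) and phosphatidylinositol (1.2 mM stock) in Tris pH 7.5/MgCl2/EGTA/Triton X-100 buffer were reacted with ATP (300 microM stock) for one hour at ambient temperature.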
TRHR enhancer: allosteric enhancers of human TRH receptor. P34981. TRHR cells, fluo-8 calcium fluorescence, EC20 TRH enhancement. enhancement, % at 2 µM. actives 0.66% (n = 360,000). AID 493056; in the data active = enhancement above about 30%; also: 0% is about no effect
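Enhancer read-out: after compound pinning and an initial kinetic agonist-mode read, an EC20 of TRH (10 nM final) was injected and fluo-8 calcium signal (Ex 480/Em 530) followed at 1 s/cycle for 100 cycles in TRHR-expressing cells.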
TRHR ag: TRH receptor (human) agonism; P34981; TRHR cells, calcium flux fluo-8, FDSS agonist mode; activation, % at 2 µM; actives 0.18% (n = 360,000); in the data active = activation above about 30%; also: 0% is about no effect
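Steps: seed TRHR cells overnight; add fluo-8 no-wash Ca dye, RT 30 min–1.5 h; record 10 s baseline; pin-transfer compounds; monitor fluorescence 1 cycle/s for the agonist window. Calcium increases flag candidate agonists.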
mIDH1 inhibitor: blocks human mutant IDH1 R132H enzyme. O75874. actives 0.093% (n = 390,000). IDH1-R132H enzyme, NADPH consumption, diaphorase/resazurin fluorescence. Potency, µM (titrated, usually from 76.6 µM), for inactives: at the highest dose activity change, negative = inhibition, hits mostly inhibitors. AID 602179; also: potency is read from the fitted curve at half-maximal effect; % is scaled to controls: 0 for no effect and ±100 for the full control effect; nearly all actives have a fitted effect of over 65% in size
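IDH1-R132H (0.5 ug/mL dispensed) in pH 7.5 Tris buffer was preincubated 30 min with compound, then given a substrate mix of 0.016 mM NADPH and 2 mM alpha-KG for 80 min at room temperature; remaining NADPH was read by diaphorase/resazurin fluorescence.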
D2 agonist: agonists of human D2 dopamine receptor. P14416. HEK293 T-REx D2 cells, calcium flux agonist mode. activation, % at 2 µM. actives 0.53% (n = 340,000). AID 485358;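 active = activation over 3 SD above normal in the single-dose calcium agonist read, cut at about 30% in these data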; also: 0% is about no effect
Target sequence (P14416 whole entry, looked up): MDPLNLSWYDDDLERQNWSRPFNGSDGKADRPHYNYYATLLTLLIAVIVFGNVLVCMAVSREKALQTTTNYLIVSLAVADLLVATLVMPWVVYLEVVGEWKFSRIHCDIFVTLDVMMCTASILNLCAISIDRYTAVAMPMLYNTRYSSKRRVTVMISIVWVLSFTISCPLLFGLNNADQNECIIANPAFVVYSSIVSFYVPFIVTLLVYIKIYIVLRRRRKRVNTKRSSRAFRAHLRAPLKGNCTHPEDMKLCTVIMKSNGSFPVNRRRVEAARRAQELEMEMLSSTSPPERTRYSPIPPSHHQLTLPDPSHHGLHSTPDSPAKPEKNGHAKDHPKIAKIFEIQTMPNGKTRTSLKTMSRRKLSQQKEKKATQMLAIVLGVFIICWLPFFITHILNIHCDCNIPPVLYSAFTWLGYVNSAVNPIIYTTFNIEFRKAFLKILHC
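Tetracycline-induced HEK293 T-REx cells with force-coupled D2 receptor, plated overnight at 30 C, loaded with no-wash calcium dye. After a 10 s baseline, compound was pin-added and calcium flux read kinetically for 180 s; calcium rises flagged agonists.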
USP1-UAF1 inh: USP1/UAF1 (human) deubiquitinase inhibition | actives 0.23% (n = 390,000) | O94782 | AID 743255 | Potency, µM (titrated, usually from 57.1 µM), for the others: at the top dose activity change, negative = inhibition, usual class: inhibitors | recombinant USP1/UAF1, Ub-Rhodamine cleavage fluorescence; also: potency is read from the fitted curve at half-maximal effect; % is scaled to controls: 0 for no effect and ±100 for the full control effect; nearly all actives have a fitted effect of over 60% in size; inactives centre near -12
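USP1/UAF1 complex (1 nM) preincubated 15 min at room temperature with compound, then Ub-Rho substrate (150 nM final) added. Kinetic fluorescence at 480/540 nm over 6 reads at 60 s intervals; 50 mM HEPES pH 7.8, 0.5 mM EDTA, 0.1 mg/ml BSA, 1 mM TCEP, 0.01% Tween-20.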
D2 antag: D2 dopamine receptor (human) antagonism. HEK293 TREx D2 cells, calcium flux, dopamine EC80. actives 2% (n = 340,000). inhibition, % at 10 µM. P14416; in the data active = inhibition above about 30%; also: 0% is about no effect
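Calcium flux kinetic readout in an inducible HEK293 TREx D2 line plated overnight at 30 C. After 180 s compound exposure, an EC80 dopamine challenge follows with another 180 s kinetic read to detect antagonism.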
Numbers without * were called inactive; ? = inconclusive; nt = no result given; [ ] = remark or other dose. Unless noted, calls follow the shape of the dose curve; as a rule, active = well fitted inhibition curve with a large enough effect; inconclusive = small, poorly fitted or top-dose-only effect; inactive = no such curve, though single readings can be large or run the other way.

SMILES	TrxR1 substrate	TrxR1 inh	PI4K2A inh	TRHR enhancer	TRHR ag	mIDH1 inhibitor	D2 agonist	USP1-UAF1 inh	D2 antag
Cc1ccc(N(C(=O)CS(=O)CC(=O)Nc2ccc(F)cc2)C(C(=O)NC2CCCCC2)c2ccco2)cc1 (stereo unspecified)	2%	9%	0	-3	-2.1	-14%	-1.5	-13%	-8
Cc1nc(N2CCCC2)c2c(C(=O)N3CCN(c4cc(Cl)ccc4C)CC3)c(C)oc2n1	-11%	4%	5	-12	-0.3	?	-0.7	-24%	nt
CCC(=O)NC1(C(F)(F)F)C(=O)Nc2c1c(=O)n(C)c(=O)n2C (stereo unspecified)	-2%	-4%	0	-3	0.5	3%	nt	-19%	nt
Clc1ccc2c(c1)c1cc(Cl)ccc1n2CN1CCOCC1	6%[57.1 µM]	-7%[57.1 µM]	-4	3	-0.7	-7%	0.5	-9%	4
Cc1ccc(-n2c(Cc3ccccc3)nnc2SCc2nc(-c3cccs3)no2)cc1C	-5%	18%	-2	-5	1.9	-5%	0.4	-28%	nt
COc1ccc(CNC(=O)C[C@H]2C[C@H](C(=O)N3CCCCC3)[C@@]3(C)c4[nH]c5ccc(Cl)cc5c4CCN3C2=O)cc1OC	-2%	5%	-5	nt	nt	-14%	nt	?	nt
Cc1cccc(Sc2c([N+](=O)[O-])ncn2C)c1	-2%[57.1 µM]	?	-5	20	-0.8	-2%	0.2	1%	-20
C=CCC[C@H](Cc1ccc(F)cc1)C(=O)OC[C@@H](C)NC(=O)[C@H](CC=C)CC(=O)N(CCO)Cc1ccccc1	-11%	1%	2	nt	nt	9%	nt	-33%	nt
Cc1c(C(=O)NCc2ccccc2Cl)sc2nc3n(c(=O)c12)CCCC3	5%[11.4 µM]	-8%	-1	13	0.0	19%	0.9	10%	nt
COc1ccc(OC)c(-c2nc3ccccc3nc2-c2ccccc2)c1	-8%[57.1 µM]	16%[57.1 µM]	-3	8	-0.6	-4%	0.2	-7%	-18
CCOc1ccc2nc(N/C(N)=N/C(=S)Nc3cccc(OC)c3)nc(C)c2c1	-1%	-7%	7	1	0.4	0%	0.5	-8%	-5
N#C/C(=N\Nc1cccc(Cl)c1)C(=O)c1ccccc1	-13%	-17%	3	5	2.7	0%	6.2	-11%	-18
COc1ccccc1CN1CC(C(=O)NCCc2ncccc2C)CCC1=O (stereo unspecified)	3%	31%	-2	2	-0.2	0%	0.9	-6%	1
Cc1ccc(C)c(NS(=O)(=O)c2ccc3[nH]c(=O)oc3c2)c1	4%[57.1 µM]	12%[57.1 µM]	-9	1	0.1	16%	-0.9	-21%	-11
CCOC(=O)N1CCN(c2nc(-c3cccs3)cc(C(F)(F)F)n2)CC1	13%[57.1 µM]	20%[57.1 µM]	-12	2	-0.5	5%	0.5	-7%	2
O=C(NC1CC1)C1=C[C@H](C2CC2)C[C@H](OCCCCO)O1	5%	8%	-4	0	-0.3	7%	0.1	-23%	-12
CCOC(=O)c1sc2nc(CSc3ccccc3)[nH]c(=O)c2c1C	-9%	18%[57.1 µM]	4	-1	1.1	2%	-0.1	-12%	20
CCc1c(C)sc(NC(=O)C2CC2c2ccccc2)c1C(N)=O (stereo unspecified)	-15%	?	-5	2	-1.0	2%	-0.3	-14%	-10
COc1cc(C(F)(F)F)ccc1C(=O)NCCc1ccco1	4%	6%	3	-4	-1.8	9%	-3.2	-20%	6
COCCNC(=O)c1ccc(N(C)S(=O)(=O)c2ccc(OC)c(OC)c2)cc1	7%[57.1 µM]	7%[57.1 µM]	2	2	0.0	2%	0.7	-8%	-8
Cc1nc([N+](=O)[O-])c(N2CCN(Cc3ccccc3)CC2)n1Cc1ccccc1	-3%	-1%	-5	2	-0.2	-3%	-0.4	-7%	14
COc1ccccc1CCNC(=O)Cn1ccc2cc(S(=O)(=O)N3CCCCCC3)ccc21	-7%	3%	-2	-14	0.3	-13%	0.8	2%	nt
CCCCN(C(=O)c1ccc2c(c1)OCO2)c1ccccc1	0%[57.1 µM]	3%[57.1 µM]	0	-6	2.7	-2%	0.3	-7%	6
O=C(COC(=O)c1cccc(O)c1)Nc1ccc(S(=O)(=O)N2CCOCC2)cc1	-4%	9%	0	-2	0.2	4%	0.7	-15%	1
CCCCCOc1ccc(C2C(C(C)=O)=C(C)Nc3ncnn32)cc1OC (stereo unspecified)	-7%	-10%	1	-4	0.0	8%	-0.8	-6%	-6
COc1ccc(N(CC(=O)N2CCN(Cc3ccccc3)CC2)S(C)(=O)=O)cc1Cl	10%	28%	3	1	0.4	11%	-0.1	-2%	-2
CCOc1ccc(NS(=O)(=O)c2c(C)nc3sc(C)c(C)n3c2=O)cc1	-7%	-6%	-3	2	-0.2	-3%	1.2	?	nt
COc1ccccc1/C=C/C(=O)NCC(=O)n1nc(C)cc1C	35%[activator]	31%[activator]	17	0	-1.4	-1%	0.9	-18%	14
COc1ccc(-c2c(C)[nH]n3c(=O)c(Cc4ccccc4)c(C)nc23)cc1OC	3%	4%	0	-1	-0.7	-7%	-1.2	-18%	35*
Cc1ccc(/C(O)=C2/C(=O)C(=O)N(c3ccccn3)C2c2ccc([N+](=O)[O-])cc2)cc1 (stereo unspecified)	-9%	9%	3	-2	0.3	-20%	1.4	-6%	-16

Of the compounds above, 3 contain a nitro group on carbon:
SMILES	TrxR1 substrate	TrxR1 inh	PI4K2A inh	TRHR enhancer	TRHR ag	mIDH1 inhibitor	D2 agonist	USP1-UAF1 inh	D2 antag
Cc1cccc(Sc2c([N+](=O)[O-])ncn2C)c1	-2%[57.1 µM]	?	-5	20	-0.8	-2%	0.2	1%	-20
Cc1nc([N+](=O)[O-])c(N2CCN(Cc3ccccc3)CC2)n1Cc1ccccc1	-3%	-1%	-5	2	-0.2	-3%	-0.4	-7%	14
Cc1ccc(/C(O)=C2/C(=O)C(=O)N(c3ccccn3)C2c2ccc([N+](=O)[O-])cc2)cc1 (stereo unspecified)	-9%	9%	3	-2	0.3	-20%	1.4	-6%	-16

(further entries)
SMILES	TrxR1 substrate	TrxR1 inh	PI4K2A inh	TRHR enhancer	TRHR ag	mIDH1 inhibitor	D2 agonist	USP1-UAF1 inh	D2 antag
N#C/C(=C/c1ccc(N2CCCCC2)o1)C(=O)Nc1ccc(Cl)cc1	8%	-15%	1	0	165*	-1%	110*	28µM*	62*
C=C(C)COc1ccc(-c2[nH]ncc2Oc2ccc(OC)cc2)c(O)c1	5%	24%	3	-3	0.2	2%	0.5	-8%	2
O=c1c(Cc2c(F)cccc2Cl)c(O)ccn1CCCN1CCOCC1	2%	22%	5	1	-3.2	5%	0.2	-15%	-23
CC1CCCCC1NC(=S)NC(=O)c1cccs1 (stereo unspecified)	-1%	?	-7	-9	-0.6	7%	-0.4	-12%	13
COc1cccc(C(c2c(O)cc(C)n(Cc3ccco3)c2=O)N2CCC(C)CC2)c1 (stereo unspecified)	1%[57.1 µM]	-13%[57.1 µM]	3	6	0.0	15%	-0.5	-16%	nt
CCOc1ccc(-n2c(=S)sc3c(=O)n(-c4ccccc4)c(SCC(=O)O)nc32)cc1	-7%	17%	-3	5	0.2	-5%	-0.2	-6%	12
COc1nc(C)nc2c1sc1nc3c(cc12)COC(C)(C)C3	23%[57.1 µM]	8%[57.1 µM]	-10	6	0.9	-2%	-0.3	-12%	5
CC(Oc1ccccc1)C(=O)N=Nc1c(O)[nH]c2ccc([N+](=O)[O-])cc12 (stereo unspecified)	-5%	12%	3	-2	-1.0	-2%	-0.9	?	-13
COc1ccc(Cn2c(N)c(C#N)c3nc4ccccc4nc32)cc1	65%[activator]	-5%	1	-3	0.0	5%	1.0	-27%	-21
COC(=O)CNC(=O)CSc1ccccn1	3%	9%	12	12	1.6	12%	0.8	-26%	9
O=S(=O)(N/N=C1\CCCc2ccccc21)c1ccccc1	-5%	4%	-3	-6	-0.8	-9%	-0.2	-16%	10
C(C#CCN1CCOCC1)#CCN1CCOCC1	4%[57.1 µM]	3%[2.29 µM]	4	nt	nt	6%	nt	3%	nt
O=C(Nc1ccccc1F)c1cc(-c2ccco2)nc2ccccc12	17%[57.1 µM]	-69%	-4	nt	nt	9%	nt	-10%	nt
COc1ccc(-n2ccnc(SCC(=O)NC3CCCC3)c2=O)cc1	-6%	-1%	1	8	-0.1	-11%	nt	-4%	nt
Cc1c(CNCCCc2ccccc2)c(C(=O)O)c(C)n1Cc1ccccc1	6%[57.1 µM]	-11%	6	-9	0.0	-4%	1.0	-27%	-5
Cc1noc(NS(=O)(=O)c2ccc(NC(=O)C34CC5CC(C3)CC(n3cnc(Cl)n3)(C5)C4)cc2)c1C	4%	19%	-1	26	0.0	2%	0.1	-23%	-33
CC(=O)c1ccc(NC(=O)C(C)OC(=O)c2cccc(-n3cnnn3)c2)cc1 (stereo unspecified)	-4%	0%	-4	-8	0.4	2%	-0.6	-8%	12
COc1ccc(C(=O)COc2ccc(F)cc2)c(O)c1	3%	20%	5	-4	0.4	0%	-1.5	-17%	8
Cc1ccc(-c2nc3c4c(-c5ccccc5)c(-c5ccccc5)oc4ncn3n2)cc1	3%	-7%	3	5	-1.3	-12%	0.7	-10%	nt
COCCCN=C1NN=C(c2cc(C)n(Cc3ccco3)c2C)CS1	4%	-20%	-11	5	0.4	10%	-0.4	-20%	-4
CC1(C(=O)NCCN2CCOCC2)C=CCN1C(=O)c1ccccc1 (stereo unspecified)	5%	6%	-4	-3	-0.1	-1%	-0.5	?	9
CCOC(=O)C1=C(N)Oc2ccc3ccccc3c2C1c1cccnc1 (stereo unspecified)	1%	5%	10	-1	-0.1	-11%	2.5	-23%	5
Cc1nnc(SCC(=O)N2CCN(c3ccccc3)CC2)n1C1CC1	-9%	-10%	0	-1	-0.1	0%	0.8	-13%	-18
CC(C)c1nnc(NC(=O)CCS(=O)(=O)c2ccccc2)s1	7%	?	-1	0	-0.9	8%	-0.5	-7%	4
